E-sel TNF inh: TNF alpha driven E-selectin expression inhibition; AID 1246; hit rate 0.71% among 120,000; inhibition, % at 2 µM; HUVEC TNFa-induced E-selectin immunofluorescence, high content;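 active means inhibition above the batch mean plus 3 SD, and confirmed as a hit on visual image review, cut at about 43% in these data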;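 further: 0% = TNF-stimulated DMSO wells and 100% = unstimulated control wells; not every result past the cut was called active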
NPY-Y2 antag: NPY-Y2 (human) receptor antagonism. NPY-Y2 expressing cells, antagonist mode. AID 793. hit rate 0.99% among 140,000. inhibition, % at 2.7 µM; in the data active means inhibition above about 17%;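 further: 0% = vehicle with agonist challenge and 100% = reference antagonist with challenge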
Target sequence (P49146 whole entry, looked up): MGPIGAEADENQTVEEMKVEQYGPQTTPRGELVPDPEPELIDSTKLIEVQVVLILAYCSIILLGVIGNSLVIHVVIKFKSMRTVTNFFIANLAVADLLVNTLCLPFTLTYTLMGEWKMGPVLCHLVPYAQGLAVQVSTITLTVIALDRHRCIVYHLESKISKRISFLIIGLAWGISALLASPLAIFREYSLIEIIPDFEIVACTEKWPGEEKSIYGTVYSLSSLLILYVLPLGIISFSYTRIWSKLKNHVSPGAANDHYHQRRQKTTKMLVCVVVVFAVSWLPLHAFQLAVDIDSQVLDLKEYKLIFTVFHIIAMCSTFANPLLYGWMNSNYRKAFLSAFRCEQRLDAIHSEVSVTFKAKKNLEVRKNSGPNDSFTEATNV
HCT116 PTEN-null: suppresses growth of cells with PTEN deletion | viability, % at 10 µM | hit rate 1.2% among 140,000 | HCT116 PTEN-null viability, CellTiter-Glo, 60 h; active compounds read low;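 active means viability at or below a set limit, 4 SD under the median of all tested compounds, cut at about 3.7% in these data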;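 further: PTEN knockout HCT116 line with beta catenin targeted HCT116 as companion control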
Yeast growth inh: chemicals that inhibit yeast BB579 growth in restrictive medium (lifespan-shortening candidates) | hit rate 0.51% among 140,000 | S. cerevisiae BB579 growth, OD615, 48 h | AID 804 | inhibition, % at 10 µM;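 active means inhibition above a set limit, 3 SD over the mean compound inhibition, cut at about 44% in these data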; further: inactives centre near -24
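controls = amphotericin B 10 µg/mL, positive | assay system = DeaD yeast strain BB579 | schedule = 48 h compound exposure at 30 °C after 4 h preincubation | detection = OD615 turbidity measurement | medium = restrictive CSMM-D medium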
MRP1 act: activates MRP-1 | H69AR cells + doxorubicin, viability rescue, CellTiter-Glo | viability increase, % at 10 µM | hit rate 0.61% among 140,000 | AID 799;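 active means viability gain under doxorubicin at or above a set limit, the compound median plus 3 SD, cut at about 4.7% in these data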;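 further: MRP-1 overexpressing cells given doxorubicin 25 µM after compound pretreatment; 18-22 h compound pretreatment then 72 h with doxorubicin before readout; 0% = doxorubicin-only wells and 100% = vehicle-treated cells without doxorubicin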
Yeast lifespan up: yeast lifespan extension | S. cerevisiae growth with nicotinamide, OD615; deaD strain in restrictive glucose medium | hit rate 0.68% among 130,000 | inhibition of the nicotinamide effect, % at 10 µM;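 active means inhibition above a set limit, placed 3 SD over the median of all compounds, cut at about 26% in these data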;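 further: 0% = nicotinamide-treated wells and 100% = cells grown without nicotinamide; some compounds called inactive have numbers as strong as hits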
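Assay system: engineered S. cerevisiae DeaD replicative-lifespan strain, galactose-grown log-phase cells; Buffer or medium: CSMM-D glucose medium, restrictive; Probe or stimulus: nicotinamide 1.5 mM; Compound: single dose 10 µM compound, 0.25% DMSO; Schedule: 4 h preincubation then 48 h treatment at 30 °C; Technique: OD615 measurement.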
Measles CPE: protection of cells from measles virus. Measles virus-infected cells, CPE protection, absorbance. protection (pct of control), % at 4 µM. hit rate 1.5% among 140,000; in the data active means protection mostly above about 24%, no sharp cut-off; inactive means mostly below about 26%; further: some compounds called inactive have numbers as strong as hits
Phagocyt inh: inhibitors of macrophage phagocytosis; AID 1029; inhibition, % at 5 µM; J774A.1 macrophage IgG-bead phagocytosis, imaging; hit rate 0.07% among 110,000;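 active means inhibition above the mean of the plate negative controls plus 5 SD, cut at about 13% in these data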;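 further: phagocytic index as fraction of beads internalized from green versus red external bead signal; plate controls were DMSO negative control for no effect and cytochalasin-D positive control for full effect; some results beyond the cut were filed as inactive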
HCT116 bCat-KO: beta-catenin-lacking colon tumor cell growth suppression; hit rate 1.5% among 140,000; HCT116 beta-catenin knockout viability, CellTiter-Glo, 60 h; active compounds read low; viability, % at 10 µM;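 active means viability at or under a set limit, the compound median less 4 SD, cut at about 6% in these data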;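 further: 0% = Hyamine 1622 control at 20 µM and 100% = untreated cell control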
GALR2 blocker: GALR2 (human) receptor antagonism; O43603; GALR2-expressing cells, antagonist mode; inhibition, % at 4 µM; hit rate 0.39% among 140,000; AID 828; in the data active means inhibition above about 27%;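 further: cells stimulated with galanin 1-16 at roughly its EC80; 0% = agonist challenge control and 100% = basal control without agonist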
Target sequence (O43603 whole entry, looked up): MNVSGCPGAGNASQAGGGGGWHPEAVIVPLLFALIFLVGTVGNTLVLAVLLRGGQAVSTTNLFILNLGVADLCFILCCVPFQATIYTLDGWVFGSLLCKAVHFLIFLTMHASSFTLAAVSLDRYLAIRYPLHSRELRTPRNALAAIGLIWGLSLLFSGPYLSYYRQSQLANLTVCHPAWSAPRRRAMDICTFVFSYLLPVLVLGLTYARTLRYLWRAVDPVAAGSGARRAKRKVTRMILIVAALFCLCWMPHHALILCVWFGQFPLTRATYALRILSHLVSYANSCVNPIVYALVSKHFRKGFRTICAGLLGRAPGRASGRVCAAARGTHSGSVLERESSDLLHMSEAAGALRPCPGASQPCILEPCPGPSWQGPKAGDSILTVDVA
* marks the source's active call; other numbers are inactive results; x = not tested or not shown. No enrichment for hits, and some 6.1% of all compounds hit somewhere here.

SMILES	GALR2 blocker	Phagocyt inh	Yeast growth inh	E-sel TNF inh	HCT116 PTEN-null	MRP1 act	Yeast lifespan up	Measles CPE	NPY-Y2 antag	HCT116 bCat-KO
COc1ccc(C(C(=O)NCc2ccccc2)N(Cc2ccc3c(c2)OCO3)C(=O)c2cnccn2)cc1 (stereo unspecified)	-2.3	-1.4	-26.5	-1.5	79.2	-4.2	-1.5	3.6	2.9	78.2
O=C(Cn1ncc2c1-c1ccccc1OC2)Nc1cccc(Cl)c1	-6.1	-0.1	-59.4	x	77.0	-0.9	-6.8	4.0	-1.1	82.8
CCOC(=O)c1ccc(NC(=O)CSc2nnc(C3CC3)n2CC)cc1	-4.3	x	-4.2	-1.5	94.6	0.3	x	8.1	6.6	109.1
COc1ccc(CNC(=O)c2cnccn2)cc1	19.4	x	-3.2	7.8	102.5	-0.2	-5.7	10.2	-0.5	105.1
CCN(Cc1cc2cc(C)ccc2[nH]c1=O)C(=O)c1cccc(OC)c1	-6.1	-0.3	-22.1	x	70.2	-1.9	-8.5	6.5	1.0	72.0
CC(C)(C)NC(=O)CSc1nncn1NCc1cccc2ccccc12	-9.9	-0.1	-6.1	11.3	99.1	-1.2	-10.3	31.6	0.8	92.4
Cc1ccc(-n2c(N)c(C(=O)N3CCCCC3)sc2=S)cc1	-14.8	-0.2	-33.0	-4.9	93.8	-2.5	-27.5	3.6	-2.5	109.8
CCOC(=O)N1CCC(N2C(=O)c3ccc(C(=O)NCc4ccc(F)cc4)cc3C2=O)CC1	4.2	-0.4	-19.5	-12.8	95.0	-3.3	-9.3	17.7	0.9	92.7
C/C(=N\NC(=O)c1ccc(NS(=O)(=O)c2cccs2)cc1)c1ccc2ccccc2c1	1.3	-1.8	-16.9	-12.0	89.7	-4.3	-4.9	4.7	1.3	89.7
O=C(NN1C(=O)C2C3C=CC(O3)C2C1=O)c1ccncc1 (stereo unspecified)	-2.6	-4.0	-14.3	2.2	109.7	-0.4	0.4	3.1	-1.4	103.5
Cc1cc(N2CCCCCC2)nc2ccccc12	11.3	1.3	3.1	-36.0	70.7	-2.6	-15.0	17.4	10.2	79.5
COc1cc2c(C(=O)NCc3ccccn3)cn(C)c(=O)c2cc1OC	2.8	0.1	-33.0	x	103.5	-2.1	-6.4	6.0	-2.2	93.1
CCCCN1C(=O)C(O)(CC(=O)c2c(C)n[nH]c2C)c2cc(Br)ccc21 (stereo unspecified)	-12.2	1.0	-25.1	7.3	77.2	-3.0	-10.5	73.0*	-1.2	77.2
CC(/C=C/c1ccccc1)=N/NC(=O)CCC(=O)Nc1ccccc1C	-11.2	5.4	-34.9	x	90.3	-2.1	-1.0	3.4	-0.5	95.3
Cc1nnc(NC(=O)C2CCN(c3nnnn3-c3ccccc3)CC2)s1	-1.2	-1.7	-5.5	46.8	94.4	-3.4	-18.3	2.5	0.6	103.3
O=C(Nc1cccc(C(F)(F)F)c1)c1cccnc1NCCc1ccccc1	2.5	-3.1	-24.0	-4.7	60.0	-0.9	-7.1	28.4	0.5	83.2
CCOc1ccc(Cc2c(Cl)nc(N)nc2Cl)cc1	-6.1	0.1	-85.8	16.9	104.5	0.2	-8.0	7.8	3.9	101.8
C(=N\Nc1ccccc1)/c1ccc(N2CCOCC2)cc1	3.4	x	-24.4	-9.1	96.0	-0.7	-19.4	2.5	-0.5	96.8
Cc1ccc(-c2nnn(CC(=O)N(Cc3cccs3)C(C(=O)NC(C)(C)C)c3ccc(C)o3)n2)o1 (stereo unspecified)	-18.8	-0.7	-54.9	x	96.7	-0.2	2.1	17.9	39.6*	90.8
CC(C)(C)NC(=O)C12CC3CC(CC(Cl)(C3)C1)C2	6.0	-7.1	-22.4	-7.9	99.1	2.0	0.8	9.8	2.1	97.1
COc1cc(NC(=O)C2COc3ccccc3O2)c(OC)cc1Cl (stereo unspecified)	-15.5	2.5	-20.3	x	78.7	-1.3	-27.1	0.2	12.7	73.1
Cc1csc(NC(=O)CCS(=O)(=O)c2ccc(Br)cc2)n1	-3.6	-0.7	-44.7	4.2	44.2	-2.7	-2.1	8.7	5.0	61.4
O=S(=O)(Nc1nc2c(s1)CCCC2)c1ccc(Br)cc1	6.9	x	1.5	1.7	102.7	-0.1	x	6.4	3.4	86.1
COC(=O)C1=C(C)N(CCc2ccc(OC)c(OC)c2)C(=O)/C1=C\c1ccc(O)cc1	-3.6	-3.4	1.4	x	92.0	-3.9	-1.4	20.2	1.2	84.9
COc1cccc(NC(=O)CCSc2ccc3ccccc3n2)c1	2.5	-6.8	-11.1	x	94.0	-0.6	-6.3	31.1	7.2	98.9
COc1ccc(C(C#N)N2N=C(C)CC2(C)C)cc1OC (stereo unspecified)	-1.9	-2.3	-18.6	-6.2	101.3	-0.7	-6.0	1.8	-2.3	93.8
CC(=O)C1=C(C)NC(SCC(N)=O)=C(C#N)C1c1cccs1 (stereo unspecified)	-9.3	0.0	-11.1	14.7	106.5	-2.5	-14.2	14.3	0.7	105.8
Cc1ccc(-n2c(Cc3cccn3C)nnc2SCC(=O)N2CCc3ccccc32)cc1	-4.5	-0.9	-54.0	-1.2	55.9	-3.0	-25.8	8.1	-0.8	56.2
CSCC[C@H](NC(=O)COc1ccc(Cl)cc1)c1nc2ccccc2[nH]1	-2.1	-7.6	-11.3	x	72.2	-3.0	0.1	12.8	2.4	75.0
O=C(O)C1CCCCC1C(=O)NCc1cn2ccccc2n1 (stereo unspecified)	-7.5	-1.9	-102.0	x	102.5	-0.9	-4.9	6.8	3.5	94.8
CON(C)c1nc(OCCNC(=O)OCc2ccc(Cl)cc2Cl)nc(N(C)C)n1	0.4	x	-20.0	x	96.4	0.5	-4.0	2.7	3.3	92.8
Nc1c(C(=O)Nc2ccc(S(=O)(=O)N3CCCC3)cc2)sc2nc3ccc(OC(F)(F)F)cc3cc12	6.3	-9.2	-11.0	x	8.7	-4.6	3.1	11.4	-0.6	14.5
CC(C)C(NC(=O)COc1ccc2ccccc2c1)C(=O)N/N=C/C=C/c1ccccc1 (stereo unspecified)	5.6	-0.1	-40.5	-9.8	44.3	-2.0	-4.8	8.6	6.1	65.0
OC(Cn1ccnc1)c1ccc(Cl)cc1Cl (stereo unspecified)	4.0	-1.0	-21.8	x	100.3	-2.4	-7.0	12.4	4.6	94.1
Cc1cc2nc(C)n3c4ccccc4nc3n2n1	-3.0	x	85.5*	x	89.0	-2.6	-15.4	1.8	5.8	83.4
C=CCSC1=N/C(=C\c2sccc2C)C(=O)S1	-7.6	0.7	-61.6	-60.3	92.7	0.0	-19.6	5.3	3.6	85.3
COC(=O)c1cc(NC(=O)c2c(F)c(F)c(F)c(F)c2F)cc(C(=O)OC)c1	-8.8	-5.3	-36.6	x	73.8	-3.8	2.6	1.1	0.2	82.6
Cc1cc(Nc2ccc(N3CCC(C)CC3)cc2)n2ncnc2n1	-1.5	0.6	-75.2	12.7	100.1	-0.8	8.6	20.8	-0.2	93.1
Cc1ccc(C)c(NC(=O)CS(=O)(=O)c2c[nH]c3ccccc23)c1	12.4	0.6	0.5	x	88.0	-3.0	-7.6	16.1	-2.7	94.8
S=C(c1cn(Cc2ccc(Br)cc2)c2ccccc12)N1CCOCC1	-11.8	-4.4	-19.4	x	57.0	1.6	1.2	25.8	8.7	46.5
O=C(Oc1ccc(OC(=O)C2CCC2)cc1)C1CCC1	3.7	1.1	-10.2	x	86.2	-2.3	-2.7	6.0	-0.3	73.8
O=C(NC1CCCCC1)N1CCc2[nH]c3ccccc3c2C1	17.7	1.1	-28.2	44.9	93.3	-1.3	-8.1	15.0	2.5	80.7
Cc1cc(C)c(C)c(OCCOCCN2CCN(C)CC2)c1	6.2	-2.0	-29.9	-2.3	95.9	-1.6	3.4	3.2	2.1	91.1
Nc1ccccc1Nc1cc(-c2ccccc2)nn1-c1ccccc1	6.8	-14.7	-25.9	x	52.9	1.7	-0.7	6.5	-2.0	56.0
COc1ccc(/C=N/N=C2/NC(=O)C(CC(=O)O)S2)cc1OCc1ccccc1Cl (stereo unspecified)	4.0	-7.3	-29.6	x	97.0	-0.2	-2.1	23.3	2.2	92.3
COc1cccc(CN2C(=O)CCC2(C)C(=O)NC2CCCCC2)c1 (stereo unspecified)	1.5	-0.2	-21.0	-8.8	101.0	-0.8	-5.5	6.5	0.0	99.5
O=C(Nc1ccc(F)cc1F)N1CCN(c2ncccn2)CC1	5.7	-0.1	6.9	4.1	92.0	0.6	-7.3	12.4	-1.4	95.2
CCOc1ccc(N(CC(=O)Nc2nccs2)S(=O)(=O)c2c(C)noc2C)cc1	-2.5	-0.7	10.9	x	98.0	-0.7	4.1	25.4	1.3	88.5
Cc1noc(NC(=O)c2ccc(F)cc2)c1C#N	16.8	-0.6	-45.8	4.4	100.9	-1.8	-4.2	3.4	0.5	95.8
CCOc1ccccc1NC(=O)C1CCC(CNc2c(N3CCOCC3)c(=O)c2=O)CC1 (stereo unspecified)	7.3	0.6	10.5	4.2	101.0	-1.8	-5.2	5.7	2.1	95.0
CCN(CCCNC(=O)COc1cc(=O)n(CC)c2ccccc12)Cc1ccccc1	-6.2	-1.3	-10.3	-8.7	61.9	-2.3	-3.6	6.3	2.6	54.8
C=CCSc1nnc(C)n1-c1ccc(Cl)cc1	9.3	-1.1	-55.3	0.6	99.9	-1.4	-3.3	11.1	-1.1	93.1
O=C(CCN1C(=O)c2ccccc2C1=O)OCN1C(=O)c2ccccc2C1=O	-0.8	1.8	-73.2	7.3	107.7	-1.1	34.1	15.5	1.5	103.9
CCC1CCCCN1C(=O)CSc1nc2c(cnn2-c2ccc(C)cc2)c(=O)[nH]1 (stereo unspecified)	0.2	-1.8	-36.2	x	82.2	-4.2	1.3	12.9	-0.3	91.5
C1CNCCOCCNCCN1	5.1	x	-51.5	46.0	92.3	-1.3	-14.2	13.9	-2.0	98.9
COc1ccc(CNC(=O)C(C#N)c2nc3ccccc3nc2N2CCCC2)cc1 (stereo unspecified)	7.2	-1.9	-53.7	20.3	54.6	-2.7	-9.4	4.5	1.7	58.5
COc1ccc(-c2nc(CSCC(=O)NCc3ccc4c(c3)OCO4)c(C)o2)cc1OC	16.7	1.5	4.3	13.7	79.5	-3.1	-5.8	2.2	-0.6	86.5

Screening results deposited in PubChem by several laboratories.
